Tb PFK inh: qHTS Assay to Find Inhibitors of T. brucei phosphofructokinase; ATP-dependent 6-phosphofructokinase (Trypanosoma brucei brucei), O15648; T. brucei PFK, ADP-Glo luminescence; Potency, µM (doses to about 57.5 µM), without a hit: top-dose activity, negative = inhibition, most hits filed as inhibitors; 330,000 tested, 0.17% active;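 further: potency means the concentration at half of the fitted maximal effect; 0% = uninhibited 1x PFK enzyme wells and -100% = no-enzyme wells; nearly all actives have a fitted effect of over 60% in size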
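PFK 1.25 nM, F6P 0.5 mM, ATP 0.1 mM, 0.1 M TEA pH 8.0, 5 mM MgCl2, 0.01% Tween20, 0.1% BSA; 45 min RT. ADP-Glo readout. qHTS titration up to 57 uM; curves fitted, compounds curve-classed.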
Gal4-VP16 FLuc: VP16 counterscreen qHTS for inhibitors of ROR gamma transcriptional activity. 310,000 tested, 3.5% active. AID 2546, 2010. Drosophila S2 Gal4-VP16 UAS-luciferase, luminescence, 20 h. Potency, µM (titrated, usually from 53.6 µM), for inactives: at the top dose activity, negative = inhibition, most hits filed as inhibitors;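 further: Gal4-VP16 expression switched on by copper sulfate through the metallothionein promoter; potency means the concentration at half of the fitted maximal effect; on the % scale 0 is the no-effect control and ±100 the full control effect; nearly all actives have a fitted effect of over 50% in size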
Rab9 prom act: qHTS Assay for Rab9 Promoter Activators | Huh7 Rab9 promoter-luciferase reporter, luminescence, 24 h | Potency, µM (series often up to 9.22 µM), without a hit: at the top dose activation, negative = inhibition, actives largely listed as activators | 320,000 tested, 2.8% active | AID 485297, 2010; further: potency means the concentration at half of the fitted maximal effect; % of control where 0% means no effect; nearly all actives have a fitted effect of over 60% in size
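Using Huh7 cells stably transfected with Rab9 promoter–luciferase, compounds were incubated 24 h at 37 °C, 5% CO2; luciferase luminescence was read 10 min after reagent addition.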
ELG1 genotox: qHTS screen for small molecules that induce genotoxicity in human embryonic kidney (HEK293T) cells expressing luciferase-tagged ELG1; 330,000 tested, 1.3% active; AID 504466, 2011; HEK293T ELG1-luciferase reporter, luminescence, 16 h; Potency, µM (doses to about 46 µM), without a hit: at the top dose activity change, positive = activation, hits mostly activators; further: potency means the concentration at half of the fitted maximal effect; % of control where 0% means no effect; nearly all actives have a fitted effect of over 60% in size
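Screening used a luciferase reporter fused to human ELG1 in HEK293T cells. Luminescence was read on a CCD plate imager after 16 hr exposure and 30 min ONE-Glo incubation.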
BRCA1 expr up: qHTS Assay to Identify Small Molecule Activators of BRCA1 Expression. AID 624202, 2012. Potency, µM (highest dose often 46.1 µM), inactives show top-dose activation, hits mostly activators. MCF7-BRCA1-FFLuc reporter, luminescence, 48 h; response scale: scaled: vehicle 0%, 10 µM genistein 100%. 380,000 tested, 1.1% active; further: potency means the concentration at half of the fitted maximal effect; nearly all actives have a fitted effect of over 80% in size; some results filed as inactive show a strong effect at the top dose
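Luminescence from a BRCA1-driven firefly luciferase in MCF7 cells was the read-out, taken 15 min after substrate addition following 48 h compound exposure at 37 °C. Data were normalized to a 10 microM genistein control and DMSO vehicle.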
RORgamma inh: qHTS for inhibitors of ROR gamma transcriptional activity; Drosophila S2 Gal4-RORgamma UAS-luciferase reporter, 20 h; AID 2551, 2010; 310,000 tested, 5.4% active; Potency, µM (top dose mostly 53.6 µM), without a hit: at the highest dose activity change, negative = inhibition, actives largely listed as inhibitors; further: potency means the concentration at half of the fitted maximal effect; on the % scale 0 is the no-effect control and ±100 the full control effect; nearly all actives have a fitted effect of over 60% in size
Target sequence (P51450 whole entry, looked up, the tested form may be a part): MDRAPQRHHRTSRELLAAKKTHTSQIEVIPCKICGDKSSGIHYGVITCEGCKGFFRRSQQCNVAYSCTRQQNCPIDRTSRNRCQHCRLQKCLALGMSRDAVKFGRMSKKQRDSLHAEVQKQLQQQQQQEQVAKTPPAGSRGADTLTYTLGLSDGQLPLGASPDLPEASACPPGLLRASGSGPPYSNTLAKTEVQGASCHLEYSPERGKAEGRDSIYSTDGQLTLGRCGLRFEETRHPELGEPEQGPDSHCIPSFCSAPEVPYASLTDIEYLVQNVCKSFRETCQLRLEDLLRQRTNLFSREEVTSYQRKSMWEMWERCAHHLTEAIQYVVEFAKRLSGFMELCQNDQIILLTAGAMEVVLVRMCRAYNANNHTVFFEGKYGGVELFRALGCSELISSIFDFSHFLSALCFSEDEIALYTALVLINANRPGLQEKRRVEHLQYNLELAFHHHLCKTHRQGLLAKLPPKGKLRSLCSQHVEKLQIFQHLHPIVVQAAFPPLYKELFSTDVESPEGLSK
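Read-out: Photinus luciferase luminescence; inhibitors lower reporter signal. Insect Schneider cells with Gal4-ROR gamma fusion under metallothionein promoter, UAS reporter; 700 uM final copper sulfate induction, 20 hr, ambient temperature.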
TRPV1 agonist: HTS Assay for Compounds that Act as Agonists of the Vanilloid Receptor 1 | Transient receptor potential cation channel subfamily V member 1 (Homo sapiens), Q8NER1 | TRPV1-expressing cells, Fluo-8 calcium influx, agonist mode | activation, % at 8.33 µM | 320,000 tested, 0.19% active | AID 540275, 2011; in the data active means activation above about 80%; inconclusive means between about 30% and that limit; further: 0% is about no effect
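TRPV1-expressing cells were cultured overnight at 35.5C and loaded with Fluo-8 calcium dye for 40 to 90 min at room temperature. After a 10 s baseline, compound was added and calcium influx was read kinetically for 3 min (ex 480/em 520 nm).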
p53 reactivation: qHTS assay for re-activators of p53 using a Luc reporter; Potency, µM (titrated, usually from 92.2 µM), inactives show at the highest dose activity change, positive = activation, usual class: activators; H1299 p53-A138V BP100-luciferase reporter, luminescence, 24 h; 320,000 tested, 0.063% active; further: potency means the concentration at half of the fitted maximal effect; % of control where 0% means no effect; nearly all actives have a fitted effect of over 45% in size
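p53-null H1299 cells stably carrying temperature-sensitive p53-A138V and a BP100-luciferase reporter were pinned with compounds (4-point, 1:5 series) and held 24 hrs at 37 deg C. Luminescence was read 10 min after detection reagent.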
FLuc counter: qHTS profiling assay for firefly luciferase inhibitor/activator using purifed enzyme and Km concentrations of substrates (counterscreen for miR-21 project); Potency, µM (top dose mostly 57.5 µM), without a hit: at the highest dose activity change, negative = inhibition, usual class: inhibitors; 360,000 tested, 6.9% active; purified FLuc, Km substrates, luminescence inhibition;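 further: potency means the concentration at half of the fitted maximal effect; plate controls were vehicle for no effect and reference inhibitor for full effect; nearly all actives have a fitted effect of over 55% in size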
Target sequence (P08659 whole entry, looked up): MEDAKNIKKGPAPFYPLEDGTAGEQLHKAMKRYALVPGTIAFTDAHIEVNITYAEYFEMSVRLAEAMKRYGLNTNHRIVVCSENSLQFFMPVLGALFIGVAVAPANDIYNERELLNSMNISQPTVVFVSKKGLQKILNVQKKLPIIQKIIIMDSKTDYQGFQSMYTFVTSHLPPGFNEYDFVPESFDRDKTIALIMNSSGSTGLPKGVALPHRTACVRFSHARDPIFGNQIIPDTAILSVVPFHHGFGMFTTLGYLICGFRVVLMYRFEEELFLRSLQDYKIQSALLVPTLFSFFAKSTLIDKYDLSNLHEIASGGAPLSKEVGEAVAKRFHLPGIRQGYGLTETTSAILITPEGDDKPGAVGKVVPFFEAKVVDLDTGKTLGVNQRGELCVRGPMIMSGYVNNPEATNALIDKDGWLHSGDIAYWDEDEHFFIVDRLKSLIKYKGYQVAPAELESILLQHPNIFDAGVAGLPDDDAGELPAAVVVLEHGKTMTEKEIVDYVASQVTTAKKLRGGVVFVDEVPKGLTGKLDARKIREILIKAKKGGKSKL
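Biochemical qHTS of compounds, final roughly 60 µM downward over six points, against 10 nM purified firefly luciferase using Km concentrations of substrates (10 uM D-luciferin, 10 uM ATP) in Tris acetate pH 7.5 buffer; luminescence output.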
ELG1 DNA repair: qHTS screen for small molecules that inhibit ELG1-dependent DNA repair in human embryonic kidney (HEK293T) cells expressing luciferase-tagged ELG1 | HEK293T ELG1-luciferase reporter, luminescence, 16 h; DNA damage induced by 5-fluorouridine | Potency, µM (series often up to 46.1 µM), for the others: at the top dose activity change, negative = inhibition, hits mostly inhibitors | 330,000 tested, 2.3% active | AID 504467, 2011; further: potency means the concentration at half of the fitted maximal effect; on the % scale 0 is the no-effect control and ±100 the full control effect; nearly all actives have a fitted effect of over 55% in size
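Cells (2,000 per well) received 5-fluorouridine plus test compound or DMSO and were incubated 16 hr at 37 °C, 5% CO2. Luciferase activity was read by luminescence 30 min after ONE-Glo addition; signal suppression marked inhibition of damage-induced ELG1 function.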
NPC1 promoter act: qHTS Assay for NPC1 Promoter Activators; AID 485313, 2010; 320,000 tested, 2.4% active; Potency, µM (highest dose often 9.22 µM), inactives show at the highest dose activation, most hits filed as activators; Huh7 NPC1 promoter luciferase reporter, 24 h;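 further: potency means the concentration at half of the fitted maximal effect; % of control where 0% means no effect; nearly all actives have a fitted effect of over 60% in size; reporter is driven by a mutant NPC1 promoter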
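Cells: Huh7 expressing luciferase under the NPC1 promoter, 1500/well. Seeded 2 h, compound added, incubated 24 h at 37 °C. Luciferase reagent, 10 min ambient, then luminescence.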
Numbers without * were called inactive; ? = inconclusive; . = no result given; & = joins results of further samples; [ ] = another dose, or the depositor's remark. Unless noted, the call rests on the fitted dose curve; in most records, active means well fitted curve in the direction sought with a large enough effect; inconclusive means small, poorly fitted or top-dose-only effect, or another doubt; inactive means no such curve, though single readings can be large; an effect the other way counts as inactive or inconclusive. Rows are unselected, and some 15% of all compounds hit somewhere here.

SMILES	Tb PFK inh	Gal4-VP16 FLuc	Rab9 prom act	ELG1 genotox	BRCA1 expr up	RORgamma inh	TRPV1 agonist	p53 reactivation	FLuc counter	ELG1 DNA repair	NPC1 promoter act
Cc1ccccc1NC(=O)C(NC1CCCCC1)C(C)C (stereo not given)	-5%	-4%	-8%	-1%	0%	2%	16	-4%	0%	2%	-3%
Fc1ccccc1NC(=S)N1CCN(c2ccccn2)CC1	0%	-8%	-2%	1%	1%	6%	-2	0%	3%	-2%	1%
CCOC(=O)CSC1=C(C#N)C(c2sccc2C)C(C(C)=O)=C(C)N1 (stereo not given)	-4%	6%	7%	1%	-17%	8%	20	10%	11%	-1%	-3%
CCOc1cc(C2Nc3ccccc3NC3=C2C(=O)CC(C)(C)C3)ccc1O (stereo not given)	2%	0%	1%	0%	-19%	-33%	2	-3%	0%	13%	?
Cc1ccc(-c2cc(C(F)(F)F)n3nc(C(=O)NCCCn4ccnc4)cc3n2)cc1C	0%	-7%	-4%	-2%	-17%	-6%	27	12%	5%	?	-3%
Cn1c(CO)cnc1SCC(=O)c1ccc(F)cc1	-1%	6%	-2%[1.84 µM]	?	10µM*	-5%	0	13%	?	?	27%
CN(CC(=O)Nc1ccccc1F)CC(=O)Nc1ccccc1Br	0%	-16%	15%	-9%	0%	-45%	26	-4%	-2%	-18%	-4%
Cc1ccccc1OCC(=O)NCCNC(=O)c1ccncc1	-25%	5%	0%	-6%	3%	12%	-3	4%	-2%	?	0%
COc1cc(OC)c(OC)cc1/C=N/NC(=O)c1ccc2nc[nH]c2c1	-2%	-10%	4%	-3%	-4%	17%	.	-2%	11µM*	-8%	-1%
CC(=O)NC1C(=O)N=C(SCc2ccccc2)NC1=O (stereo not given)	4%	8%	-2%	0%	0%	-5%	-1	3%	-1%	3%	-2%
O=C(Nc1ccccc1F)c1ccc(Br)o1	-11%	3%&9%	15%	14%	11%	26%&30%	-1	?	?	?	10%
CCOc1ccc(NC(=S)NC(=O)/C=C/c2ccc(Br)cc2)c([N+](=O)[O-])c1	4%	3%	-3%	4%	-8%	-16%	15	10%	-1%	0%	-3%

Molecules above containing sulfur:
SMILES	Tb PFK inh	Gal4-VP16 FLuc	Rab9 prom act	ELG1 genotox	BRCA1 expr up	RORgamma inh	TRPV1 agonist	p53 reactivation	FLuc counter	ELG1 DNA repair	NPC1 promoter act
Fc1ccccc1NC(=S)N1CCN(c2ccccn2)CC1	0%	-8%	-2%	1%	1%	6%	-2	0%	3%	-2%	1%
CCOC(=O)CSC1=C(C#N)C(c2sccc2C)C(C(C)=O)=C(C)N1 (stereo not given)	-4%	6%	7%	1%	-17%	8%	20	10%	11%	-1%	-3%
Cn1c(CO)cnc1SCC(=O)c1ccc(F)cc1	-1%	6%	-2%[1.84 µM]	?	10µM*	-5%	0	13%	?	?	27%
CC(=O)NC1C(=O)N=C(SCc2ccccc2)NC1=O (stereo not given)	4%	8%	-2%	0%	0%	-5%	-1	3%	-1%	3%	-2%
CCOc1ccc(NC(=S)NC(=O)/C=C/c2ccc(Br)cc2)c([N+](=O)[O-])c1	4%	3%	-3%	4%	-8%	-16%	15	10%	-1%	0%	-3%

Other results.
SMILES	Tb PFK inh	Gal4-VP16 FLuc	Rab9 prom act	ELG1 genotox	BRCA1 expr up	RORgamma inh	TRPV1 agonist	p53 reactivation	FLuc counter	ELG1 DNA repair	NPC1 promoter act
[N-]=[N+]=CC(=O)C(c1ccccc1)(c1ccccc1)c1ccccc1	-1%	-7%	4%	0%	-17%	0%	21	1%	1%	?	-6%
C[C@H](NC(=O)NCc1ccc(F)cc1)C(=O)O	5%	-8%	2%	0%	-13%	3%	-2	-17%	4%	-2%	-2%
Cc1ccc(C(=O)CCC(=O)OCC(=O)N2c3ccccc3NC(=O)C2(C)C)cc1	-13%	.	-2%	1%	-8%	.	-2	-4%	0%	3%	-3%
O=C(CCC1CCCCC1)Nc1ccc(S(=O)(=O)Nc2nccs2)cc1	-9%	2%	3%	5%	46%	1%	5	1%	0%	6%	-2%
O=C(COC(=O)c1cc[n+]([O-])cc1)Nc1cccc(Cl)c1Cl	-5%	1%	3%	2%	3%	1%	-1	-2%	0%	-3%	-6%
CC(=O)Nc1ccc(S(=O)(=O)N[C@@H](C)C(=O)Nc2ccc(N3CCOCC3)cc2)cc1	-5%	-10%	5%	1%	-20%	-3%	2	4%	0%	3%	1%
Cc1ccc(C(C)C)c(OCC(O)CN2CCN(CCO)CC2)c1 (stereo not given)	0%	-4%	-4%	3%	-9%	-31%	1	5%	3%	0%	0%
O=S(=O)(CCc1ccncc1)c1ccc(Cl)cc1	0%	-6%	-6%	-7%	-15%	21%	0	6%	1%	?	-2%
CCCS(=O)(=O)N1CCCC(C(=O)c2cccc(Cl)c2)C1 (stereo not given)	-5%	-22%	-2%	0%	1%	16%	10	1%	0%	-2%	-5%
CCOC(=O)NC(=O)c1cn(-c2ccc(OC)cc2)c(=O)[nH]c1=O	1%	1%	1%	2%	-4%	0%	-2	-2%	1%	-7%	-1%
COc1ccc(CCNC(=O)C2CC(=O)N(c3ccc(F)cc3)C2)cc1OC (stereo not given)	-3%	1%	-8%	0%	0%	14%	1	-6%	0%	-1%	-7%
O=C(NCCN1CCCCC1)c1cc(OCC(F)(F)F)ccc1OCC(F)(F)F	-3%	-4%	2%	-3%	-19%	6%	1	-20%	0%	0%	-2%
CC(C)(C)CC(=O)Nc1nnc(C(F)(F)F)s1	-9%	9%	-6%	-1%	24%	?	-1	8%	-2%	-13%	0%
C[C@H](NC(=O)[C@H]1N2C(=O)c3ccccc3C2SC1(C)C)C(=O)N1CCC[C@H]1CO (stereo not given in full)	-2%	-1%	0%	-5%	5%	?	2	15%	0%	-2%	-2%
Cc1c(Cl)cccc1NC(=S)N1CCc2ccccc2C1	-2%	?	-2%	0%	3%	10µM*	18	2%	-2%	5%	-1%
C#CC(C)(C)NC(=O)c1sccc1Oc1ccc(F)cc1[N+](=O)[O-]	0%	3%	0%	-6%	0%	-26%	13	10%	-1%	-7%	-22%
CCOC(=O)C(C)/C(C)=N\Nc1ccc([N+](=O)[O-])cc1[N+](=O)[O-] (stereo not given)	-8%	-24%	-2%	-4%	-10%	?	-3	12%	4%	-6%	0%
Cc1ccc(S(=O)(=O)N2[C@@H](c3cccc(C)c3)C(C(=O)O)=C[C@H]2C(C)(C)C)cc1	-8%	.	.	-3%	11%	.	.	16%	.	-2%	.
O=C(Nc1ccc(Cl)c(C(F)(F)F)c1)c1ccco1	-19%	24%	28%	?	-2%	?	?	13%	?	9%	13%
COCCn1c(SC(C)C(=O)Nc2ccc(Cl)cn2)nnc1-c1ccncc1 (stereo not given)	0%	-3%	0%	0%	-41%	1%	-1	18%	-2%	4%	4%
CCOC(=O)C1(CCCc2ccccc2)CCN(Cc2cnc(C)s2)CC1	9%	-2%	-19%	0%	-39%	-2%	?	-2%	0%	-26%	-3%
CCCOCCOC(=O)C1=C(C)NC(=O)NC1c1cc(Cl)c(O)c(OC)c1 (stereo not given)	1%	-5%	-7%	9%	1%	-2%	3	-1%	1%	5%	-2%
Cc1cc(C)n(CC(C)NCc2cn[nH]c2-c2cccc3ccccc23)n1 (stereo not given)	-8%	1%	-16%	-2%	-10%	45%	0	3%	-1%	4%	-3%
COc1ccc(-c2nc(CS(=O)(=O)CC(=O)NCc3ccc4c(c3)OCO4)c(C)o2)cc1	-2%	-6%	5%	1%	-13%	-2%	13	10%	2%	9%	-9%

Quoted from the listing.
ELG1 DNA repair with `Cc1cc(C)n(CC(C)NCc2cn[nH]c2-c2cccc3ccccc23)n1` (stereo not given) is entered as 4%
Gal4-VP16 FLuc with `O=C(Nc1ccc(Cl)c(C(F)(F)F)c1)c1ccco1` is entered as 24%
